RmlC RmlD mix: RmlC and RmlD coupled enzyme inhibitors, primary screen, biochemical, 384-well, compound mixtures, retest. AID 1532, 2009. RmlC/RmlD coupled enzyme inhibition, 384-well mixture HTS. inhibition, % at 5.5 µM. 110,000 tested, 0.39% active; in the data active means inhibition above about 30%, passing the limit was not always enough; inconclusive means no clear call, values can overlap the other calls; further: strong numbers were not always called active
HIV RNase H inh: HIV-1 RT RNase H inhibitors, primary screen, biochemical, fluorescence. Gag-Pol polyprotein (Human immunodeficiency virus type 1 group M subtype B (isolate …. RT-RNase H RNA/DNA duplex cleavage. AID 565, 2006. inhibition, % at 10 µM. 65,000 tested, 1.9% active; in the data active means inhibition above about 50%
An asterisk follows results filed as active; ? = inconclusive; nt = not tested or not shown. Not all compounds are listed (hit frequency here may not be typical).

SMILES | RmlC RmlD mix | HIV RNase H inh
CCC(=O)N(C)C(c1ccccc1Cl)c1nnnn1-c1c(C)cccc1C (centres undefined) | 8 | nt
COc1ccc(N2CCN(CC(O)c3c[nH]c4ccc(OC)cc34)CC2C)cc1 (centres undefined) | 1 | 1
Cc1ccc(-c2noc(CCC(=O)Nc3ccccc3N3CCN(C)CC3)n2)cc1 | -14 | -7
Cc1ccccc1C(=O)Nc1ccccc1-n1cccc1 | 15 | nt
CC(=O)Nc1cc(-c2nn3c(C)nnc3s2)ccc1C | 8 | -5
O=C(NCc1ccc(F)cc1)C1CCCN(C(=O)Nc2ccccc2)C1 (centres undefined) | -12 | 0
O=C(CN1CCOc2ccccc21)N1CCN(c2cccc(Cl)c2)CC1 | 4 | -4
CCCCCCNC(=O)Cc1c(O)c2ccccc2[nH]c1=O | 9 | -2
COCCN(CCOC)Cc1c(C)[nH]c2ccccc2c1=O | 2 | -6
CCOC(=O)C1=C(C)NC(=O)NC1c1ccc(Cl)cc1Cl (centres undefined) | -12 | -19

Compound profiles, as listed above:
CCC(=O)N(C)C(c1ccccc1Cl)c1nnnn1-c1c(C)cccc1C (centres undefined) is entered as RmlC RmlD mix: 8; HIV RNase H inh: nt
O=C(NCc1ccc(F)cc1)C1CCCN(C(=O)Nc2ccccc2)C1 (centres undefined) is entered as RmlC RmlD mix: -12; HIV RNase H inh: 0

(list continues)
SMILES | RmlC RmlD mix | HIV RNase H inh
CCOc1ccccc1C1C(C#N)=C(N)Oc2cc(C)n(C)c(=O)c21 (centres undefined) | -17 | nt
Cc1cc(C)n(-c2nc(NCC(C)O)c3c4c(sc3n2)CCCC4)n1 (centres undefined) | -168 | 5
Cc1csc(NC(=O)CSc2nnc(-c3ccoc3C)o2)n1 | 4 | -14
C#CCOCCOCCOCCNc1nc(N2CCOCC2)nc(N2CCN(C(=O)[C@H]([C@@H](C)CC)n3cc(CCCN=C(N)N)nn3)CC2)n1 | -14 | nt
COc1ccc(-n2c(Cc3cccn3C)nnc2SCC(=O)Nc2cccc(NC(C)=O)c2)cc1 | 6 | -8
COC(=O)c1cccc(NC(=O)C2COc3ccccc3O2)c1 (centres undefined) | -2 | -12
NC(=O)C(c1ccc(Sc2ccccc2)nn1)c1ccc(Cl)cc1Cl (centres undefined) | 2 | nt
Cc1cc(Br)ccc1OCC(=O)N(Cc1nc(-c2ccccc2)no1)C(C)C | -9 | -25
CC(Cc1ccccc1)N/C=C1\CC(=O)NC1=O (centres undefined) | 1 | nt
CCCN(CCC)CC(=O)NCC1(c2ccccc2)CCOCC1 | -7 | nt
Cc1ccc(S(=O)(=O)Cn2nnnc2C(C(C)C)N2CCSCC2)cc1 (centres undefined) | -12 | 48
CCN1C(=O)/C(=C\c2ccco2)C(C(=O)OC)=C1C | 8 | nt
CS(=O)(=O)c1sc2nc(-c3cccs3)cc(-c3ccccc3)c2c1N | 7 | -78
Cc1ccc(OCc2nnc(SCC(=O)N3CCc4ccccc43)n2C)cc1 | -13 | nt
CCCSC(=S)NC1CCS(=O)(=O)C1 (centres undefined) | -1 | nt
CCC1CCCCN1CC(=O)Nc1cc(C)nn1-c1nc(C)cc(C)n1 (centres undefined) | -6 | -9
COC(=O)[C@@]1(Cc2ccc(OC)cc2)[C@H]2c3cc(C(=O)N4CCCC4)n(Cc4c(CO)[nH]cc(C)c4=O)c3C[C@H]2CN1C(=O)c1ccccc1 | 4 | nt
Cc1ccc(OC(=O)c2oc3ccc(F)cc3c2C)c(C)c1 | -12 | nt
C/C(=C\c1ccccc1)C(=O)Nc1cc(C)on1 | 2 | nt
CC(C)(C)c1csc(N(CCC#N)CCC#N)n1 | -9 | -11
CCC(C)NC(=O)CC1Oc2ccc(Cl)cc2NC1=O (centres undefined) | 5 | 10
O=C(NCc1cccnc1)c1ccc(S(=O)(=O)N2CCOCC2)cc1 | -10 | -6
COc1ccc(C(=S)N2CCCC2)cc1C | 8 | -8
Cc1ccc2cccc(S(=O)(=O)NC3CCS(=O)(=O)C3)c2n1 (centres undefined) | 6 | -22
COc1ccc(CC(=O)O/N=C(\N)Cc2ccc(OC)cc2)cc1 | -3 | nt
COc1ccc(C(c2nnnn2Cc2cccs2)N2CCC(C(N)=O)CC2)c(OC)c1 (centres undefined) | -9 | -16
COc1ccccc1N1CCN(S(=O)(=O)c2ccc(F)cc2)CC1 | -11 | 10
Cc1ccc(C2CC(c3cccc(Br)c3)Nc3nnnn32)cc1 (centres undefined) | -10 | -27
Cn1c(CNc2nc(-c3ccccc3)cs2)nnc1SCC(=O)c1ccccc1 | -17 | -6
CC1CCCC(C)N1C(=O)CSc1nnc(NC(=O)c2cccs2)s1 (centres undefined) | 11 | 15
COc1cc(OC)cc(C(=O)N2CCN(Cc3cccc(F)c3)CC2)c1 | 13 | 5
CN(C)S(=O)(=O)c1ccc(/C(O)=C2/C(=O)C(=O)N(CCN3CCCCC3)C2c2cccnc2)cc1 (centres undefined) | nt | -2
CC(=O)Nc1cccc(NC(=O)C2CC(=O)N(c3ccc(C)cc3)C2)c1 (centres undefined) | -16 | -7
O=C(NCc1ccco1)c1ccc(S(=O)(=O)N2CCOCC2)cc1 | 15 | nt
COc1ccc(NC(=O)C2CCCN(C(=O)NC3CCCCC3)C2)cc1OC (centres undefined) | 71 | -5
CN1CCCC(OC(=O)c2cc(Cl)ccc2Cl)C1 (centres undefined) | 9 | -6
CCCCn1nnnc1SCC(=O)NNC(=O)C1CCCCC1 | -1 | nt
COc1ccc(C(=O)/C=C(\C)Nc2ccc3c(c2)OCO3)cc1 | 1 | nt
COC(=O)c1ccc(NC(=O)Cn2cnc3c(nnn3-c3cccc(OC)c3)c2=O)cc1 | 12 | nt
CCN(CC)S(=O)(=O)c1cccc(C(=O)N2CC(O)CC2C(=O)O)c1 (centres undefined) | nt | -4
CCOc1ccc2cc(S(=O)(=O)n3ccnc3C)ccc2c1 | nt | 20
COC(=O)c1ccc(C(=O)OC)c(NC(=O)COC(=O)CC2CC3CCC2C3)c1 (centres undefined) | -9 | nt
CS(=O)(=O)Nc1ccccc1C(=O)NCc1ccco1 | -5 | -1
CCCOc1cccc(/C=N/NC(=O)c2csc(C)c2C)c1 | -10 | nt
COc1ccc(S(=O)(=O)N2CCCC(C(=O)O)C2)cc1Cl (centres undefined) | -16 | -7
O=C(Nc1ccc(F)cc1)c1sccc1SCc1cccc(C(F)(F)F)c1 | 4 | nt
CC(C)(C)NC(=O)NC(=O)COC(=O)COc1ccc2c(c1)CCC2 | 7 | -26
Cc1nn(-c2cc(N3CCCCC3)ccc2[N+](=O)[O-])c(=O)c2ccccc12 | -8 | nt
Cn1c(CN2CCOCC2)nnc1SCC(=O)NCCc1ccccc1 | 7 | -2
COc1ccc(OC)c(NC(=O)C2C3C=CC(C3)C2C(=O)NCc2ccccn2)c1 (centres undefined) | 2 | 3

(cont.)
SMILES | RmlC RmlD mix | HIV RNase H inh
CCOc1cc(-c2nc(-c3ccc(C)nc3OC)no2)cc(OCC)c1OCC | 3 | 19
NC(=O)[C@@H]1CCOc2c(I)cc([N+](=O)[O-])cc2C(=O)N[C@@H](CO)C(=O)NCC(=O)N1 | 17 | nt
COc1ccc(C(=O)Nc2cccc(C)c2)cc1 | -5 | -15
CCc1ccc2[nH]c(=O)c(CN(Cc3ccccc3)Cc3nnnn3Cc3ccco3)cc2c1 | 22 | 11
O=C(CC(c1ccccc1)c1ccccc1)NCc1cccnc1 | 6 | nt
CC(=O)Oc1ccc(C(=O)Nc2nnc(C)s2)cc1 | 8 | 1
Cc1oc(C(=O)O)cc1COc1ccc2c3c(c(=O)oc2c1C)CCC3 | 12 | nt
Oc1oc(-c2ccco2)nc1C=Nc1ccccc1 | -15 | 2
CCOC(=O)C1CCN(C(=O)c2ccc(Br)o2)CC1 | -3 | -6
Cc1ccc(-n2c(O)c(C=NC3CCCCC3N)c(=O)[nH]c2=O)cc1C (centres undefined) | -4 | 6

Five compounds from above, arranged by count of non-hydrogen atoms, smallest number first.
SMILES | RmlC RmlD mix | HIV RNase H inh
COc1ccc(C(=O)Nc2cccc(C)c2)cc1 | -5 | -15
CCOC(=O)C1CCN(C(=O)c2ccc(Br)o2)CC1 | -3 | -6
O=C(CC(c1ccccc1)c1ccccc1)NCc1cccnc1 | 6 | nt
CCOc1cc(-c2nc(-c3ccc(C)nc3OC)no2)cc(OCC)c1OCC | 3 | 19
CCc1ccc2[nH]c(=O)c(CN(Cc3ccccc3)Cc3nnnn3Cc3ccco3)cc2c1 | 22 | 11

(list continues)
SMILES | RmlC RmlD mix | HIV RNase H inh
COc1cccc(NC(=O)CSc2nnc(COc3ccc4c(c3)CCCC4)o2)c1 | -10 | 15
CCc1ccc(CC)c(S(=O)(=O)Nc2ccc(C(=O)O)c(O)c2)c1 | nt | 1
Cc1nc2ccccc2nc1OCC(=O)NCc1ccc2c(c1)OCO2 | 7 | -6
CCC(CC)C(=O)Nc1cccc(/C(C)=N/NC(=O)c2c(Br)cnn2C)c1 | -13 | nt
OC(CN=c1sc2ccccc2n1CC(O)COc1ccccc1)COc1ccccc1 (centres undefined) | -5 | nt
Cc1ccc2c(C)c(C(=O)Nc3cccnc3)oc2c1 | 9 | nt
COc1ccc(C(=O)NCC(=O)NCC2COc3ccccc3O2)cc1 (centres undefined) | 9 | nt
O=C(COC(=O)c1ccccn1)NC1CCCCC1 | -14 | nt
CN(c1ccccc1)S(=O)(=O)c1cccc(NC(=O)Cn2cnc3ccccc3c2=O)c1 | -11 | nt
CCc1[nH]nc2c1C(c1ccsc1)C(C#N)=C(N)O2 (centres undefined) | 7 | nt
CCCCSc1nc2c(c(=O)[nH]c(=O)n2C)n1CCc1ccccc1 | -7 | -11
O=C(c1ccccc1Nc1ccc(SC(F)F)cc1)N1CCCCC1 | -4 | nt
O=C(CSc1nnc(COc2ccc(Cl)cc2)n1Cc1ccco1)c1ccccc1F | 2 | 16
COc1cccc(-n2nnc3c(=O)n(C/C=C/c4ccccc4)cnc32)c1 | 5 | -24
CCn1nnc(NC(=O)COc2cc(C)ccc2C(C)C)n1 | 12 | -15
Cc1ccc(C(=O)NC(=S)Nc2cccc3c(C)cc(C)nc23)cc1 | -6 | nt
O=C1/C(=C\c2ccccc2)CCc2c1[nH]c1ccccc21 | -7 | nt
O=C(O)c1cc(-c2ccccc2)on1 | 0 | nt
O=C(/C=C(\O)c1ccc(Cl)cc1)C(=O)NNC(=O)C(O)(c1ccccc1)c1ccccc1 | 4 | nt
Cc1ccnc(SCc2nc3ccccc3s2)n1 | -10 | nt
COc1ccc(/C=C(\C#N)C(=O)NCC2CCCO2)cc1OC (centres undefined) | 5 | nt
O=C(CN1CCOCC1)Nc1ncc(Cc2cccc3ccccc23)s1 | 8 | nt
CCOC(=O)c1c(-c2ccccc2)nc2ccc(C)cn12 | ? | nt
CC(C)c1ccc2oc(-c3cc(N)ccc3O)nc2c1 | ? | -14
O=C(CSc1nnc2ccccn12)Nc1ccccc1C(=O)NC1CC1 | -8 | 2
COCCn1c(C)cc(C2=NNC(=Nc3ccccc3)SC2)c1C | 5 | nt
CCn1c(=O)cc(OCC(=O)N2CCN(C(=O)c3ccco3)CC2)c2ccccc21 | 6 | -6
O=C(CN1C(=O)c2cccc3cccc1c23)NCc1ccncc1 | 6 | nt
C=CCn1c(CCC(=O)O)ccc1-c1ccccc1 | 7 | -10
CN(C)S(=O)(=O)c1ccc2nc(NC(=O)c3cccnc3)sc2c1 | -5 | 34
CCCC[C@@H]1CNC(=S)N1CCCC | 4 | nt
Cc1ccccc1OCC(=O)NCCC(=O)O | -14 | -2
CCOC(=O)CCC(NC(=O)c1ccc(NCN2C(=O)CCC2=O)cc1)C(=O)OCC (centres undefined) | -12 | 3
CCC1(C)OC(=O)N(CCCn2ccnc2C)C1(C)O (centres undefined) | -9 | nt
C[N+](C)(C)CCOC(=O)C1(c2ccccc2)CCCC1 | 6 | nt
Cn1cc(C(N)=O)c2ccccc21 | -11 | nt
COc1ccc(NC(=O)CSc2ncnc3c2cnn3Cc2ccccc2)cc1OC | -15 | nt
CCCCn1nc2cc(C(=O)NCCc3ccc(C)cc3)ccc2c1OCC | -16 | nt
CC(C#N)Sc1ncnc2sc3c(c12)CCC3 (centres undefined) | 6 | -56
COc1ccc(NC(=S)N2CCN(C/C=C/c3ccccc3)CC2)cc1OC | 6 | nt
O=C(O)CSc1nc(-c2ccccc2)nc2c1oc1ccccc12 | -17 | -3
Cc1ccc2cc(C(c3nnnn3C3CCCC3)N(Cc3ccccc3)Cc3ccco3)c(=O)[nH]c2c1 (centres undefined) | -5 | -5
Cc1nnc(C)n1/N=C/c1ccc(-c2ccccc2)cc1 | -10 | nt
Cc1ccc(C2NNC(=O)C2NC(=O)c2ccccc2)cc1 (centres undefined) | -8 | nt
CN1CCN(c2ccccc2NC(=O)c2cc3ccccc3o2)CC1 | -17 | nt
COc1ccc(CCn2c(=S)[nH]c3cc(C(=O)NCc4ccco4)ccc3c2=O)cc1OC | nt | 28
COc1cc(OC)c(C(=O)Oc2ccc3c(c2)OCO3)cc1OC | -1 | -12
CC(C)=CC(O)C/C(C)=C/COc1ccc2ccc(=O)oc2c1 (centres undefined) | 6 | nt
O=C(COC(=O)c1cnccn1)Nc1ccc2c(c1)OCO2 | 1 | 24
CCc1nnc(NC(=O)CSc2ncc(-c3ccccc3)[nH]2)s1 | -6 | nt

Next part:
SMILES | RmlC RmlD mix | HIV RNase H inh
O=C(Nc1cccnc1)C1CCCN1S(=O)(=O)c1ccc(Cl)c(Cl)c1 (centres undefined) | 2 | -8
CC1(C)CC(=O)C(=CN2CCN(C(=O)c3ccco3)CC2)C(=O)C1 | 4 | -4
O=C(O)CCC(=O)N1CCOc2ccc(Cl)cc21 | 8 | -9
CCOC(=O)c1nnn(-c2nonc2-n2cccc2)c1CN1CCCCC1 | 4 | -9
COc1ccc(C(CC(=O)NCCN2CCOCC2)NS(=O)(=O)c2ccc(C)cc2)cc1 (centres undefined) | -13 | nt

Screening data: PubChem BioAssay, several laboratories
